TDP1 cell noCPT = qHTS for Inhibitors of human tyrosyl-DNA phosphodiesterase 1 (TDP1): qHTS in cells in absence of CPT; Potency, µM (highest dose often 46.2 µM), inactives show top-dose activity change, negative = growth inhibition, usual class: inhibitors; AID 686978, 2013; 420,000 tested, 15% active; DT40 Tdp1-/- hTDP1 cells, no CPT, ATP luminescence, 48 h; further: nearly all actives have a fitted effect of over 55% in size
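A cellular qHTS used chicken DT40 cells lacking endogenous Tdp1 but carrying stably transfected human TDP1. Compounds were applied without camptothecin, and cell growth kinetics were judged by ATP-dependent luminescence after ≥48 hr.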
KAT2A inh = qHTS Assay for Inhibitors of GCN5L2; GCN5L2 HAT assay, ThioGlo1 CoA-SH fluorescence; Potency, µM (top dose mostly 58.9 µM), without a hit: at the top dose activity change, negative = inhibition, hits mostly inhibitors; 390,000 tested, 0.21% active; Histone acetyltransferase KAT2A (Homo sapiens), Q92830; AID 504327, 2011
Target sequence (Q92830 whole entry, looked up): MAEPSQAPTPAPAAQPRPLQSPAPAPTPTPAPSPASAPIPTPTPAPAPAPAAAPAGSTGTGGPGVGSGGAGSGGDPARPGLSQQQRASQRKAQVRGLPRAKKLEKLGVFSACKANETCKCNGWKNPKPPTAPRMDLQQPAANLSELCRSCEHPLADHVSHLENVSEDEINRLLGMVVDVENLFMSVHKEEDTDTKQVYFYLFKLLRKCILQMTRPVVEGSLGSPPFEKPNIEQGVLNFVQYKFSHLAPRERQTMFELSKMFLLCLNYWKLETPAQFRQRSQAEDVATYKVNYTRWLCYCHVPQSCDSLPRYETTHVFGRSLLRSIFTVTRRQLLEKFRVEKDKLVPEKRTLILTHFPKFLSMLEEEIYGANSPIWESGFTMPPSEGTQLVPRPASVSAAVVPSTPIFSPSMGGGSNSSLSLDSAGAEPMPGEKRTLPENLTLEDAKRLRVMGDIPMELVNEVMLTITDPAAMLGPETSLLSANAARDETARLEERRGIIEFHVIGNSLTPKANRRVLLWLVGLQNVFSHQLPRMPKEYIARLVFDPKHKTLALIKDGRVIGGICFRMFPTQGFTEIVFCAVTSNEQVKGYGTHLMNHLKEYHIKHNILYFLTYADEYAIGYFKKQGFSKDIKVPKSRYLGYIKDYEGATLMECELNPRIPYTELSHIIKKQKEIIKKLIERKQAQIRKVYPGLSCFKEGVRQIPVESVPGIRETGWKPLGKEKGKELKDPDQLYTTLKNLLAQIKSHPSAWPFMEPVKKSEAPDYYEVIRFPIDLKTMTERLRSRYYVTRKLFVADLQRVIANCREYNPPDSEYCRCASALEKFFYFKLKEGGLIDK
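GCN5L2 (20 nM) in 50mM HEPES pH 7.5, 0.1mM EDTA, 0.01% Tween-20 preincubated 15 min with compounds at room temperature. Reaction started with H3(1-25) 75uM, acetyl-CoA 70uM, ThioGlo1 50uM; CoA-thiol fluorescence (Ex340/Em540) read at 0 and 20 min.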
TDP1 cell CPT = qHTS for Inhibitors of human tyrosyl-DNA phosphodiesterase 1 (TDP1): qHTS in cells in presence of CPT | chicken DT40 Tdp1-/-;hTDP1 cells + 20 nM CPT, ATP luminescence, 48 h | Potency, µM (series often up to 46.2 µM), without a hit: at the top dose activity change, negative = growth inhibition, usual class: inhibitors | 420,000 tested, 12% active | AID 686979, 2013; further: nearly all actives have a fitted effect of over 55% in size
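Chicken DT40 Tdp1-/- cells stably complemented with human TDP1 were seeded at 400 cells/well in medium containing 20 nM camptothecin, exposed to pin-transferred compounds, and grown at 37 °C for at least 48 hr. Viability was read as ATP luminescence.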
Numbers without * were called inactive; ? = inconclusive; · = no result given; & = joins results of further samples; [ ] = dose if it differs, or a comment. The call rests on the fitted dose curve; in most records, active means well fitted curve in the direction sought with a large enough effect; inconclusive means small, poorly fitted or top-dose-only effect, or another doubt; inactive means no such curve, though single readings can be large; an effect the other way counts as inactive or inconclusive. On the % scale 0 is the no-effect control and ±100 the full control effect; potency means the concentration at half of the fitted maximal effect. These rows are one share of the data; rates above refer to the full screens.

Every second line gives: TDP1 cell noCPT	KAT2A inh	TDP1 cell CPT
> CC/C(=N\NC(=O)c1ccccc1Cl)c1c(O)n(C2CCCCC2)c(=O)[nH]c1=O
→ 1%	-27%	-1%
> N[C@H](C(=O)O)c1cc(=O)[nH]o1
→ ?	·	-1%
> CC(C)Nc1nc(Cl)nc(NC(C)C)n1
→ -1%&3%	-21%&-10%	1%&2%
> O=c1[nH]c(=O)n(CCc2ccc(F)cc2)c(O)c1C=NCCCN1CCOCC1
→ -6%	1%	-10%
> OC1/C(=C/c2ccc(Cl)cc2Cl)N2CCC1CC2 (stereo not given)
→ -12%	-5%	-4%
> CCOC(=O)[C@]1(C#N)[C@@H]2C=CC(C(N)=O)=CN2[C@@H](C(N)=O)[C@@H]1c1ccc(F)cc1
→ -14%	-22%	-6%
> COC(=O)C1=C(c2ccc(OCc3ccccc3)cc2)C[C@@H]2CC[C@H]1N2C(=O)NCCc1ccc(F)cc1
→ ?	·	21µM*
> CC(C)(C)c1ccccc1O
→ -1%	1%	-7%
> Cn1cc(C(=O)N2CCOCC2)c2ccccc21
→ 13%	-5%	-3%
> Cc1nc2cc([N+](=O)[O-])ccc2c(=O)n1-c1ccc(Br)cc1
→ -8%	-9%	-5%
> O=C1CNC(c2ccccc2Cl)c2cc(Br)ccc2N1 (stereo not given)
→ 8.2µM*	-6%	-10%
> Cc1c(C(=O)N2CCC3(CC2)OCCO3)sc2ncnc(N3CCc4ccccc4C3)c12
→ 23µM*	-5%	16µM*
> Cc1ccc(NC(=O)CSc2nc(-c3ccco3)cc(C(F)(F)F)n2)c(C)c1
→ 1.8µM*	-5%	1.5µM*
> COc1ccc(N2CCN(Cc3nc4ccccc4[nH]3)CC2)cc1
→ -8%	1%	3%
> N/C(=N\[N+](=O)[O-])N1CCN(C(=O)OC2CCCC2)CC1
→ 18%	1%	-7%
> CCC(CC)C(=O)NC1CCSC1=O (stereo not given)
→ 14%	0%	7%
> O=C(c1ccc2nc3ccc(Cl)cc3c(=O)n2c1)N1CCC2(CC1)OCCO2
→ -11%	·	-28%
> CC(C)OCCCNC(=O)c1c(N)n(CC2CCCO2)c2nc3ccccc3nc12 (stereo not given)
→ -29%	?	?
> COc1cc2c(cc1OC)-c1c(OC)c(OC)c(C=O)c3c1[C@H](C2)N(C)CC3
→ ?	-25%	-79%
> CN(C)C(=O)Oc1ccc(Cl)c2ccccc12
→ -6%	-7%	-1%
> COC(=O)C1=C(c2ccccc2OCc2ccccc2)C[C@@H]2CC[C@H]1N2C(=O)NCc1ccc(Br)cc1
→ ?	-2%	?
> O=c1[nH]c(=O)n(-c2cccc3ccccc23)c(O)c1/C=N/N1CCCCCC1
→ -5%	-3%	-5%
> O=[N+]([O-])c1ccc(S(=O)(=O)N2CCn3cccc3C2c2ccccc2F)cc1 (stereo not given)
→ 16µM*	-15%	?
> COc1ccccc1/C=C1\C(=O)NC(=S)N(c2ccccc2)C1=O
→ 20%	-8%	-1%
> CCn1c(O)c(C=NCCN2CCOCC2)c(=O)[nH]c1=S
→ -5%	-4%	31%[activator]
> CC(C)OC(=O)c1c(N)n(Cc2ccco2)c2nc3ccccc3nc12
→ ?	-2%	?
> CCc1cc(=O)oc2cc(OCC(=O)N3C[C@H]4C[C@@H](C3)c3cccc(=O)n3C4)c(Cl)cc12
→ 0%	-2%	12%
> C=CCN1C(=O)NC(=O)C(Cc2ccc(OC)c(OC)c2)C1=O (stereo not given)
→ -24%	0%	-4%
> CCCc1[nH]nc2c1C(c1ccc(OC)c(Cn3nnc4ccccc43)c1)C(C#N)=C(N)O2 (stereo not given)
→ ?	·	26µM*
> OC(CN1CC=C(c2ccccc2)CC1)c1ccccc1 (stereo not given)
→ ?	3%	-9%

Reformatted with bars between the fields: entries from further up
Molecule | TDP1 cell noCPT | KAT2A inh | TDP1 cell CPT
COc1cc2c(cc1OC)-c1c(OC)c(OC)c(C=O)c3c1[C@H](C2)N(C)CC3 | ? | -25% | -79%
CN(C)C(=O)Oc1ccc(Cl)c2ccccc12 | -6% | -7% | -1%
COC(=O)C1=C(c2ccccc2OCc2ccccc2)C[C@@H]2CC[C@H]1N2C(=O)NCc1ccc(Br)cc1 | ? | -2% | ?
O=c1[nH]c(=O)n(-c2cccc3ccccc23)c(O)c1/C=N/N1CCCCCC1 | -5% | -3% | -5%
O=[N+]([O-])c1ccc(S(=O)(=O)N2CCn3cccc3C2c2ccccc2F)cc1 (stereo not given) | 16µM* | -15% | ?
COc1ccccc1/C=C1\C(=O)NC(=S)N(c2ccccc2)C1=O | 20% | -8% | -1%
CCn1c(O)c(C=NCCN2CCOCC2)c(=O)[nH]c1=S | -5% | -4% | 31%[activator]
CC(C)OC(=O)c1c(N)n(Cc2ccco2)c2nc3ccccc3nc12 | ? | -2% | ?
CCc1cc(=O)oc2cc(OCC(=O)N3C[C@H]4C[C@@H](C3)c3cccc(=O)n3C4)c(Cl)cc12 | 0% | -2% | 12%
C=CCN1C(=O)NC(=O)C(Cc2ccc(OC)c(OC)c2)C1=O (stereo not given) | -24% | 0% | -4%
CCCc1[nH]nc2c1C(c1ccc(OC)c(Cn3nnc4ccccc43)c1)C(C#N)=C(N)O2 (stereo not given) | ? | · | 26µM*
OC(CN1CC=C(c2ccccc2)CC1)c1ccccc1 (stereo not given) | ? | 3% | -9%

Later entries:
Every second line gives: TDP1 cell noCPT	KAT2A inh	TDP1 cell CPT
> CCOc1cc(C2NCc3ccccc3-n3cccc32)ccc1O (stereo not given)
→ ?	3%	23µM*
> CCN(CC)C(C)C(=O)c1ccccc1 (stereo not given)
→ 4%	·	1%
> Oc1c(C(Nc2cccnc2)c2ccccc2F)ccc2cccnc12 (stereo not given)
→ ?	·	?
> CC(C)C(=O)NC(Oc1ccccc1Cl)C(Cl)(Cl)Cl (stereo not given)
→ -16%	-7%	-23%
> CCC(=NC(C)c1ccccc1)c1c(O)n(C)c(=O)n(C)c1=O (stereo not given)
→ 7.3µM*	-18%	21µM*
> CC1(C)CN=C(Nc2ccc(F)c(F)c2)S1
→ 3%	-2%	-3%
> C[C@H]1O[C@@H](OC2CC[C@]3(C=O)[C@H]4CC[C@]5(C)[C@@H](C6=CC(=O)OC6)CC[C@]5(O)[C@@H]4CC[C@]3(O)C2)CC2OC(C)(C)OC21 (stereo not given in full)
→ 1µM*	-1%	1.8µM*
> CCOC(=O)C1=C(C)OC(N)=C(C(=O)OC)C12C(=O)Nc1ccc(Br)cc12 (stereo not given)
→ ?	-1%	-1%
> COc1ccc(/C=C/C2=CCN(C)CC2)cc1
→ -22%	1%	-21%
> CCN1CCN(Cc2ccc(C)cc2C)CC1
→ 0%	3%	-14%
> O=c1[nH]c(=S)n(C2CC2)c(O)c1C=NCC1CCCO1 (stereo not given)
→ -5%	1%	7%
> COc1ccc(CN2CC3CC(C2)c2cccc(=O)n2C3)cc1OC (stereo not given)
→ -5%	-8%	?
> COc1ccc(OC)c([C@@H](O)[C@H](C)N)c1
→ -15%	·	-26%
> Cc1cccc(C)c1NC(=O)CN(C)CC(=O)Nc1ccc(C#N)c(Cl)c1
→ 13µM*	-8%	18µM*
> N#CCCn1cc(C(=O)Nc2ccc(F)cc2)c(-c2ccc([N+](=O)[O-])cc2)n1
→ ?	-22%	?
> O=C(O)c1ccc([N+](=O)[O-])c([N+](=O)[O-])c1
→ -16%	·	-10%
> C[C@H]1CCC[C@@H](O)CCC/C=C/c2cc(O)cc(O)c2C(=O)O1
→ 21µM*	-3%	?
> NCC(=O)c1cccc([N+](=O)[O-])c1
→ ?	·	?
> CCCCCCN1CCN(c2ccc(Cl)cc2)CC1
→ ?	3%	2%
> O=c1[nH]c(=S)n(C2CC2)c(O)c1C=Nc1ccc2c(c1)OCO2
→ ?	3%	-20%
> CCOC(=O)[C@]12Cc3cc(Cl)ccc3[C@H]1N(C(C)C)C(=O)c1ccccc12
→ 3.3µM*	·	2.6µM*
> O=C1C2CCCN2C(c2cccnc2)N1c1nccs1 (stereo not given)
→ 6%	4%	0%
> Cc1ccc(O)cc1
→ 3%&-6%&1%	4%	?
> CN(C)C(=O)Oc1ccnc2cc(Cl)ccc12
→ ?	-9%	7%
> COc1ccc(CC(=O)N2C[C@H]3C[C@@H](C2)c2cccc(=O)n2C3)cc1
→ 1%	-2%	14%
> CCc1ccc(-n2nc(C)c3c2NC(=O)CSC3c2ccc(OC)cc2OC)cc1 (stereo not given)
→ 23µM*	-10%	18µM*
> CCC1(c2ccccc2)CCC(=O)NC1=O (stereo not given)
→ 1%	18%	4%
> COc1cccc(CN(C)C[C@@H]2OCc3ccccc3-c3c(n(C)c4ccccc34)C(=O)N([C@@H](C)CO)C[C@H]2C)c1
→ ?	·	-22%
> O=c1[nH]c(=S)n(-c2cccc(Cl)c2)c(O)c1C=NCCN1CCNCC1
→ 15%	-3%	30%[activator]
> CCOC(=O)C1C(=O)NC2(C)CC1c1cc(OC)ccc1O2 (stereo not given)
→ -11%	-11%	-5%
> COc1ccc(/C=C/C(=O)NC(=S)N2C[C@H]3C[C@H](C2)c2cccc(=O)n2C3)cc1
→ 11%	-17%	29%
> C[C@H]1[C@@H]2Cc3ccc(O)cc3[C@@]1(C)CCN2C
→ -26%[166 µM]	·	-14%[166 µM]
> C=CCn1nc(C(=O)N2CCOCC2)cc1-c1sc(NC(=O)c2ccccc2)nc1C
→ 10µM*	·	15µM*
> c1cncc([C@@H]2CCCCN2)c1
→ ?	-8%	?
> Cc1ccccc1-c1ccc2c(c1)CNCc1cnnn1-2
→ ?	·	-22%
> CCC(C(=O)Nc1ccccc1F)N1C(=O)CN=C(c2ccccc2)c2ccccc21 (stereo not given)
→ 23µM*	-9%	?
> CCN1CCN(c2ccc(N)cc2C)CC1
→ 13µM*	-1%	12µM*
> CCC1(O)C(=O)OCc2c1cc1n(c2=O)Cc2cc3c(N)cccc3nc2-1 (stereo not given)
→ 0.052µM*	·	0.21µM*
> Cc1ccc(OCCn2cccc2/C=C2/C(=O)NC(=O)N(Cc3ccco3)C2=O)cc1
→ -15%	-12%	-28%
> O=C1CC=C2C3CC4N(CCC45c4ccccc4N1C25)CC3=CCO (stereo not given)
→ 0%	·	8%
> CNC(=O)Oc1ccccc1C(=O)Nc1ccccc1
→ ?	-4%	?
> O=C(Cn1c2c(c(-c3ccccc3Cl)cc1=O)CCC2)N1CCC2(CC1)OCCO2
→ ?	-18%	?
> COC(=O)c1cn(Cc2ccc(F)cc2)c2ccccc12
→ -25%	·	?
> CC1(C)OC(c2ccccc2)=C/C(=C/C=C2C(=O)NC(=S)NC2=O)O1
→ ?	-10%	?
> O=C(C[N+]12CCC(CC1)C(CO)C2)c1ccc(Br)cc1 (stereo not given)
→ -4%	-9%	-3%
> COC(=O)C1=C(C)NC(=S)NC1c1ccc(N(CCCl)CCCl)cc1Cl (stereo not given)
→ 21µM*	·	9.2µM*
> CCC1C2Cn3c(nc4ccccc43)C1N(C)O2 (stereo not given)
→ -6%	18%	6%
> CCC1Nc2ncnc(N3CCN(c4ccccn4)CC3)c2N(Cc2ccc(Br)cc2)C1=O (stereo not given)
→ ?	-9%	?
> Cn1c(=O)oc2cc(S(=O)(=O)N3CCCC(C(=O)Nc4ccccn4)C3)ccc21 (stereo not given)
→ -13%	1%	?
> C=C(C)[C@@H]1CC[C@]2(C(=O)O)CC[C@]3(C)C(CCC4[C@@]5(C)CC[C@H](O)C(C)(C)C5CC[C@]43C)C12 (stereo not given in full)
→ 7.3µM*	-17%	6.5µM*
> Cc1cc(OC(C)C(=O)NCc2ccncc2)c2c3c(c(=O)oc2c1)CCCC3 (stereo not given)
→ ?	-9%	23µM*
> CC(=NCCC1=CCCCC1)c1c(O)n(C)c(=O)n(C)c1=O
→ 23µM*	-4%	10µM*
> COC(=O)C1=C(c2cccc(OCc3ccccc3)c2)C[C@@H]2CC[C@H]1N2C(=O)NCCN1CCOCC1
→ ?	1%	16µM*
> CCC(=NCc1ccco1)c1c(O)[nH]c(=O)[nH]c1=O
→ 4%	0%	2%
> Cc1ccc(S(=O)(=O)N2CCC(C(=O)N3CCC4(CC3)OCCO4)CC2)cc1
→ -3%	0%	-22%
> Fc1cccc(CNCCc2c[nH]c3ccccc23)c1
→ ?	?	?

Screening results from PubChem BioAssay.
